Screening data: PubChem, Sanford-Burnham Center for Chemical Genomics
MKP-3 inhibition: inhibition of rat DUSP6 enzyme activity – biochemical, in vitro, primary screen (AID 425); recombinant MKP-3 phosphatase activity, fluorescence; higher % means a stronger effect; hit rate 0.17% among 110,000; inhibition, % at 20 µM, or IC50 in µM where a hit was titrated; in the data active means inhibition above about 50%;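 further: plate controls were vehicle for no effect and reference inhibitor for full effect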
Hsp70 inhibitors: Hsp70 inhibitors, probe displacement, primary screen, biochemical, fluorescence polarization (AID 583). Hsp70 fluorescence polarization probe displacement, mP; higher % means a stronger effect. one-dose displacement, % at 20 µM; IC50 in µM for titrated hits. hit rate 0.06% among 140,000; in the data active means displacement above about 50%;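 further: plate controls were vehicle for no effect and reference ligand for full effect; a part of the inactive calls stands beside numbers as strong as those of hits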
Starred values were filed as active, the others as inactive; . = not tested or not shown; & = joins results of further samples.

Results follow in this order: MKP-3 inhibition | Hsp70 inhibitors
CC(NC(=O)c1cccs1)C(c1cccs1)N1CCN(Cc2ccccc2)CC1 (stereo not drawn)
→ 5.3% | -4.3%
Brc1ccccc1CN1CCN(C2CCN(Cc3ccccc3)CC2)CC1
→ 3.2% | 2.4%
COC(=O)C1=C(CN2CCc3ccccc32)NC(=O)NC1c1cc(C)ccc1C (stereo not drawn)
→ 1.0% | 6.8%
COc1ccccc1Nc1ncnc2c1cnn2-c1cccc(C)c1
→ -5.5% | 2.6%
Cc1ccc(NC(=O)CCSc2nnc3ccccn23)cc1
→ . | -0.9%
COc1ccc(N2CCN(C(=O)CCc3ccc(S(=O)(=O)NCC(C)C)cc3)CC2)cc1
→ . | 3.8%
CC1=NNC(=O)C1CCC(=O)N/N=C(\C)c1ccc(Br)cc1 (stereo not drawn)
→ 3.7% | -1.6%
Cc1ccc(N2C(=O)CC(N3CCC(O)(c4ccc(Br)cc4)CC3)C2=O)cc1 (stereo not drawn)
→ -0.4% | -1.9%
O=C1C(Cl)=C(NCCCN2CCOCC2)C(=O)N1CCc1ccccc1
→ -4.0% | 5.0%
Cn1c(NC(=O)c2cc(-c3ccc(Br)cc3)nc3ccccc23)cc(=O)n(C)c1=O
→ -0.5% | 3.9%
CCOc1ccc2nc(SCC(=O)NCC(=O)c3ccccc3)sc2c1
→ -5.8% | -4.2%
CO/N=C/c1ccc(Sc2ccccc2N)c([N+](=O)[O-])c1
→ . | 2.4%
O=C1CN(C(=O)c2ccc(F)cc2)c2ccccc2N1
→ 2.8% | 1.1%
Cc1ccc(S(=O)(=O)Nc2ccc(N3CCOCC3)cc2)cc1
→ . | -1.7%
CC(C)c1ccccc1OCCCCN1CCOCC1
→ 1.3% | -3.6%
COc1ccc(/C=C2\SC(N3CCC(C)CC3)=NC2=O)cc1OC
→ 0.2% | 3.0%
O=C(OCC#CCSc1nnc(-c2ccc(Br)cc2)o1)c1ccco1
→ -12.7% | 10.1%
CCS(=O)(=O)Nc1c(C(=O)O)[nH]c2ccccc12
→ -8.1% | -1.1%
Cc1ccc(CNCc2cccnc2)cc1
→ . | 3.0%
CCc1ccc2nc(NC(=O)c3ccc4c(=O)[nH]c(CN5CCOCC5)nc4c3)sc2c1
→ -0.6% | 5.8%
COc1ccc(-c2nc(CCNC(=O)c3ccco3)cs2)cc1OC
→ 3.3% | -1.8%
Oc1ccc(C(=S)N2CCCCCC2)cc1
→ . | 2.5%
Cc1ccc(S(=O)(=O)Cn2nnnc2C(c2ccc(F)cc2)N2CCCCC2)cc1 (stereo not drawn)
→ -7.2% | -1.1%
CN(C)Cc1c(O)c(Cl)cc2c3c(c(=O)oc12)CCCC3
→ . | -2.9%
CC(C)N(Cc1nc(-c2ccccc2)no1)C(=O)COc1ccccc1
→ 2.9% | 5.8%
CCCN1C(=O)/C(=C/c2ccc(C)s2)NC1=S
→ . | -6.0%
COc1ccc(C2=C/C(=C\c3ccc(OC(C)=O)c(OC)c3)C(=O)O2)cc1
→ 1.2% | -15.9%
N#C/C(=C\c1ccc(Cl)cc1Cl)C(=O)NCC1CCCO1 (stereo not drawn)
→ 5.2% | 2.4%
Cc1c(NC(=O)c2cccc3ccccc23)c(=O)n(-c2ccccc2)n1C
→ -3.5% | 3.8%
Clc1ccc(OCCN2CCCCC2)c(Cl)c1
→ . | -1.7%

Quoted at random: 2 records from the list
Results follow in this order: MKP-3 inhibition | Hsp70 inhibitors
Cn1c(NC(=O)c2cc(-c3ccc(Br)cc3)nc3ccccc23)cc(=O)n(C)c1=O
→ -0.5% | 3.9%
Cc1ccc(NC(=O)CCSc2nnc3ccccn23)cc1
→ . | -0.9%

Other compounds follow.
Results follow in this order: MKP-3 inhibition | Hsp70 inhibitors
CCOC(=O)c1c(NC(=O)CC2Nc3ccccc3NC2=O)sc(C)c1C (stereo not drawn)
→ 0.2% | -9.8%
O=C(O)C1C2C=CC(C2)C1C(=O)Nc1nccs1 (stereo not drawn)
→ . | 2.7%
Cc1cc(C)nc(SCCC(=O)N2CCOCC2)n1
→ -8.3% | 4.4%
CCCCCOc1ccc(N2C(=O)CC(N(O)c3ccccc3)C2=O)cc1 (stereo not drawn)
→ 6.7% | -1.9%
CC(NC(=O)c1ccccc1)c1nc2ccccc2n1Cc1ccccc1F (stereo not drawn)
→ . | 0.2%
CN1C(=O)C(=O)c2cc(Br)ccc21
→ -1.3% | -0.8%
Cc1cc(C(O)(C(F)(F)F)C(F)(F)F)cc(C)c1N
→ -0.2% | 2.7%
CCOC(=O)c1c(NC(=O)C2CC2)sc(C(=O)Nc2ccccc2)c1C
→ 3.0% | -3.7%
Cn1c(C(=O)OC(C(=O)NC2CCCC2)c2cccnc2)cc2sccc21 (stereo not drawn)
→ 2.8% | 0.2%
COCCNC(=O)CC(c1ccccc1)c1ccccc1
→ . | 2.6%
CCS(=O)(=O)N1CCCC(C(=O)NCCc2ccccc2)C1 (stereo not drawn)
→ . | -0.2%
COc1ccc(N(CC(=O)NCc2ccccc2OC)S(=O)(=O)c2c(C)nn(C)c2C)cc1
→ -4.9% | -2.5%
Cc1cc(C)n2nc(CC(=O)NC3CCCCCC3)nc2n1
→ 0.2% | 5.9%
O=C(Nc1ccccc1C(F)(F)F)N1CCC(n2c(=O)[nH]c3ccccc32)CC1
→ 10.1% | 0.6%
CCN1C2=C(C(=O)CCC2)C(c2ccc(O)c(Br)c2)C2=C1CCCC2=O
→ -0.3% | 13.8%
CC(C)CCNC(=O)C(=O)Nc1nccs1
→ -3.6% | 2.5%
N=c1n(CC(=O)O)c2ccccc2n1Cc1ccc(Cl)cc1
→ 3.2% | -2.5%
COc1ccc(CC(=O)NCc2ccc3c(c2)OCO3)cc1
→ 1.3% | 3.7%&-31.7%
O=C1Nc2ccc(S(=O)(=O)N3CCOCC3)c3cccc1c23
→ -9.6% | 2.0%
COc1cc(/C=C/c2c([N+](=O)[O-])c(=O)n(C)c(=O)n2C)cc(OC)c1OC
→ . | 4.3%
Cc1cccc(OCCCC(=O)Nc2ccc(S(=O)(=O)Nc3onc(C)c3C)cc2)c1C
→ 0.3% | 3.2%
Cc1cc(C)nc(N2C(=O)c3ccc(C(=O)O)cc3C2=O)n1
→ -0.2% | 0.9%
COc1ccc(N=c2scc(-c3ccc(S(=O)(=O)N4CCOCC4)cc3)n2CCCO)cc1
→ 2.6% | 0.9%
Cc1cccc(NC(=O)CCCN2C(=O)c3cccc4cccc(c34)C2=O)c1
→ -0.1% | -1.6%
CSc1nc(N)nc(SCC(=O)OC(C)C)c1C#N
→ 3.6% | 1.6%
CCOC(=O)c1ccc2[nH]c3c(c2c1)CCCC3=O
→ 2.0% | 8.5%
CCOc1ccc(-c2nn[nH]n2)cc1
→ -13.2% | 2.1%
CCCOc1ccc(-c2nn(-c3ccccc3)cc2/C=C2\SC(=S)N(C3CCS(=O)(=O)C3)C2=O)cc1 (stereo not drawn)
→ . | 23.7%
O=C1NC(=S)S/C1=C/c1ccccc1Sc1ccc(Cl)cc1
→ 4.5% | -0.1%
Cc1nc(NCCc2cnc[nH]2)c2oc3ccccc3c2n1
→ -6.8% | 0.5%

Four compounds out of the list above, ordered by their value in Hsp70 inhibitors, ascending.
Compound	Hsp70 inhibitors
COc1ccc(N=c2scc(-c3ccc(S(=O)(=O)N4CCOCC4)cc3)n2CCCO)cc1	0.9%
CC(C)CCNC(=O)C(=O)Nc1nccs1	2.5%
CCOC(=O)c1ccc2[nH]c3c(c2c1)CCCC3=O	8.5%
CCN1C2=C(C(=O)CCC2)C(c2ccc(O)c(Br)c2)C2=C1CCCC2=O	13.8%

(continued)
Results follow in this order: MKP-3 inhibition | Hsp70 inhibitors
COc1ccc(CNC(=O)C(=O)Nc2ccccc2C)cc1
→ -1.1% | -0.6%
CCOC(=O)c1c[nH]c2c(C)ccc(Cl)c2c1=O
→ -1.1% | 0.2%
CCOc1cc(N2CCOCC2)c(OCC)cc1NC(=O)Cc1cccc(OC)c1
→ . | -5.1%
COc1ccc(N/C=C/C(=O)c2ccc(Cl)cc2)c(OC)c1
→ -0.4% | -19.8%
CC1=C(C(=O)Nc2ccccc2C)C(c2ccccc2)NC(=O)N1C (stereo not drawn)
→ 0.0% | 1.7%
CCN(CC)S(=O)(=O)c1ccc(NC(=S)Nc2ccccc2)cc1
→ 6.5% | -1.7%
O=C(C1CCN(C2CC(=O)N(c3ccc(F)cc3)C2=O)CC1)N1CCOCC1 (stereo not drawn)
→ 0.1% | 1.9%
O=C(CN1C(=O)c2ccc([N+](=O)[O-])cc2C1=O)N1CCCCC1
→ 3.1% | -3.5%
COc1ccc(C(=O)Nc2cccc(C(=O)N3CCCC3)c2)cc1
→ 2.8% | -3.0%
COC(=O)c1c(NC(=O)C(C)C)sc2c1C(C(=O)OC)CC2 (stereo not drawn)
→ . | 13.7%
CCN(c1cccc(C)c1)c1ncnc2nc[nH]c12
→ -5.4% | 4.5%
COc1cc(-c2nnn(CC(=O)NC3CCS(=O)(=O)C3)n2)ccc1OCc1ccccc1 (stereo not drawn)
→ -0.7% | -1.1%
CN(C)S(=O)(=O)c1cccc(C(=O)N2CCN(Cc3ccccc3)CC2)c1
→ -10.3% | -1.2%
CCN(CC)S(=O)(=O)c1ccc2nc(COC(=O)c3n[nH]c4ccccc34)[nH]c2c1
→ -3.1% | -10.5%
O=C(Nc1ccc2c(c1)OCO2)c1ccc(Br)c(S(=O)(=O)N2CCCC2)c1
→ -3.8% | 0.5%
O=C1C=C/C(=N\S(=O)(=O)c2ccc(Cl)c([N+](=O)[O-])c2)c2ccccc21
→ 57.6%* | 4.3%
CCOC(=O)c1ccc(N2C(=O)NC(=O)/C(=C/c3ccc(OC)c(OC)c3)C2=O)cc1
→ 3.4% | -1.6%
CC(=O)c1ccc(NC(=O)C2CCCN2S(=O)(=O)c2ccc(C)cc2)cc1 (stereo not drawn)
→ -8.7% | 6.5%
CC(C)CNC(=O)c1cccc(NC(=O)c2ccc(Cl)c([N+](=O)[O-])c2)c1
→ -0.2% | -1.6%
O=c1c([N+](=O)[O-])c(-n2ccnc2)c2ccccc2n1-c1ccccc1
→ 4.3% | 5.0%
O=c1[nH]c(/C=C\c2ccccc2Cl)c([N+](=O)[O-])c(=O)[nH]1
→ 3.8% | 8.1%
C1CCN(c2nc(N3CCCCC3)nc(N3CCNCC3)n2)CC1
→ -9.1% | -1.0%
CS(=O)(=O)N1CCCC(C(=O)NCCc2ccc(Cl)cc2)C1 (stereo not drawn)
→ 3.5% | -7.3%
CC1(C)CC2CC(C)(CN2C(=O)c2cc(-c3ccccc3O)on2)C1 (stereo not drawn)
→ -7.4% | -0.2%
COc1ccc(N2C(=O)c3ccccc3NC2c2ccc(OC)c(CSc3ccccn3)c2)cc1 (stereo not drawn)
→ 0.6% | 0.4%
CN(CC(=O)Nc1ccc2c(c1)OCCO2)S(=O)(=O)c1cccc2cccnc12
→ -10.1% | -5.8%
COC(=O)CSc1n[nH]c(-c2ccncc2)n1
→ -1.7% | 5.0%
CC(=O)c1ccc(NC(=O)c2sc3ccccc3c2Cl)cc1
→ 3.4% | -2.0%
COc1ccc(OC)c(NC(=S)NC(NC(=O)CC(C)C)C(Cl)(Cl)Cl)c1 (stereo not drawn)
→ 2.7% | -2.6%
CCOc1ccc(N2C(=O)/C(=C/c3ccc(C(=O)OC)cc3)SC2=S)cc1
→ 1.3% | -6.5%
O=S1(=O)N=C(Nc2cccc(Cl)c2)c2ccccc21
→ -5.2% | -0.1%
Cc1cc(=O)oc2cc(NC(=O)C3CC(=O)N(Cc4ccccc4)C3)ccc12 (stereo not drawn)
→ . | -0.7%
CC(=O)CCc1c(C)[nH]c2ccc(NC(C)=O)cc2c1=O
→ -5.7% | 3.0%
CC(=O)c1cnc(Nc2nc(C)c3ccc(C)cc3n2)nc1C
→ 0.5% | 2.6%
C(=N\n1cnnc1)/c1cc2ccccc2[nH]1
→ -2.7% | 1.2%
COc1cc(OC)cc(C(=O)Nc2ccc(S(=O)(=O)Nc3cc(C)nc(C)n3)cc2)c1
→ . | 11.5%
CC(C)(C)c1cc(CN2CCOCC2)c(C(=O)O)o1
→ -3.5% | -0.4%
Cc1ccc(C2N(c3ccc(F)cc3)C(=O)C3CCCN32)cc1 (stereo not drawn)
→ -2.4% | 3.9%
O=c1oc2ccccc2cc1-c1nc(-c2cccs2)cs1
→ . | 53.1%
Fc1ccccc1N1CCN(CCCNc2ccc3nncn3n2)CC1
→ -9.1% | -1.8%
CN1C(=O)NC(NC(=O)C2CCCCC2)(C(F)(F)F)C1=O (stereo not drawn)
→ -6.0% | -1.1%
CC(C)(C)C(=O)NC1CCN(S(=O)(=O)c2ccc(C(F)(F)F)cc2)CC1
→ . | 0.9%
O=C1NN(c2ccc(Cl)cc2)C(=O)/C1=C\c1ccc(-c2cccc(C(=O)O)c2)o1
→ 8.3% | 16.5%
Cc1cc(C(=O)N2CCN(S(C)(=O)=O)CC2)cs1
→ -1.7% | 3.1%
COc1ccc(C2CC(=O)n3c(nc4ccccc43)S2)cc1OC (stereo not drawn)
→ . | 1.9%
COC(=O)c1c(N)sc(C)c1-c1ccc(C)cc1
→ 0.6% | 1.5%
CCOC(=O)c1cn(CC(=O)Nc2ccc3c(c2)OCCO3)nn1
→ -4.5% | 2.1%
CCCc1ccc(OCC(=O)NNC(=O)C2COc3ccccc3O2)cc1 (stereo not drawn)
→ 2.9% | -2.8%
O=C(CSc1nnc(-c2c[nH]c3ccccc23)n1-c1ccc(F)cc1)NCc1ccco1
→ . | -2.7%
COc1ccc(-c2csc(Nc3cccnc3)n2)cc1OC
→ . | -1.0%
COCCNC(=O)C(c1cccs1)N(CCc1ccccc1)C(=O)Cn1nnc2ccccc21 (stereo not drawn)
→ 3.6% | 7.8%
COC(=O)CN1C(=O)/C(=C\c2cccs2)SC1=S
→ -0.9% | 0.9%
Oc1ccc(C=Nc2ccc(O)cc2)cc1
→ 51.0%* | 1.2%

Only part of the results is shown. The share of hits here may be higher or lower than overall.
